Bioassay records: PubChem BioAssay, several laboratories
SUMO Mot1 rescue – yeast Mot1-301 growth rescue at high temperature, primary screen, SUMOylation pathway inhibitor project, S. cerevisiae, ATP luminescence, 38.5C | 320,000 tested, 1% active | growth rescue, % at 18.8 µM | S. cerevisiae Mot1-301 growth rescue; percent above DMSO median, 100 means doubled | AID 2716, 2010;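 active means every valid replicate shows activation above 250% relative to neutral control wells; inactive means the rest, any valid replicate at or below 250%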;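 further: OY570 slx delta 5 strain wells were the positive control but not used for scaling; some compounds called inactive have numbers as strong as hits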
PKA-R2B activ – activators of PKA-R2B holoenzyme, primary screen, biochemical, fluorescence polarization, Cy5-IP20, human; cAMP-dependent protein kinase catalytic subunit beta (Homo sapiens) + cAMP-dependent …; PKA-R2B holoenzyme dissociation; R2B truncated from residue 108, S112A mutant; 0% DMSO only, 100% 113 µM cGMP; AID 504700, 2011; 340,000 tested, 0.079% active; activation, % at 11.4 µM;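 active means activation above a cutoff set at the mean over all compounds plus 3 SD, cut at about 18% in these data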;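 further: higher means more holoenzyme dissociation and a rise in polarization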
SR-BI DiI-HDL act – activators of SR-BI mediated DiI-HDL uptake, primary screen, ldlA[mSR-BI] CHO cells, DiI fluorescence; 3 h; 100 = double the neutral-control signal; activation, % at 12.5 µM; 320,000 tested, 0.096% active; AID 504775, 2011;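 active means mean replicate activation of at least 60% and every replicate at or above 60%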;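 further: 0% = median plate neutral-control signal and 100% = twice that signal; values of inactives mirror those of a sister screen read the other way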
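System: CHO ldlA[mSR-BI] cells / Medium: HEPES-buffered (25 mM, pH 7.4) F12 plus 0.5% BSA / Probe or stimulus: labelled HDL, 10 µg/mL / Doses: single compound concentration, delivered by pin transfer / Schedule: 3 h, 37 °C / Measured by: DiI fluorescence, bottom read / Measure: cell-associated DiI fluorescence as measure of HDL uptake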
CDK5 inh – inhibitors of human CDK5/p35 kinase, primary screen, biochemical, single concentration | Cyclin-dependent kinase 5 (Homo sapiens) + Cyclin-dependent kinase 5 activator 1 (Homo … | Recombinant CDK5/p35, ADP-Glo luminescence, 60 min | inhibition, % at 10 µM | 330,000 tested, 0.01% active;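 active means highest replicate inhibition of at least 50% and at least 75% of replicates reaching 50%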;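 further: plate controls were DMSO neutral control for no effect and GW8510 at 10 µM for full effect; many of its hits are not listed in these tables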
Target sequence (Q00535 whole entry, looked up): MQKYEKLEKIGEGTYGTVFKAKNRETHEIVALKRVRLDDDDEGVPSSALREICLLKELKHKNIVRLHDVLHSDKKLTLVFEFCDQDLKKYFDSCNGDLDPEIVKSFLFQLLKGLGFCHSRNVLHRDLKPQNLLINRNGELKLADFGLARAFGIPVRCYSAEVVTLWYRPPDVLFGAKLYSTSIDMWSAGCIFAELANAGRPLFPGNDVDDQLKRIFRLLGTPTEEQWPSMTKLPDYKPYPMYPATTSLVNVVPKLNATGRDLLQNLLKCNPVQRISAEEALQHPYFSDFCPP
Target sequence (Q15078 whole entry, looked up): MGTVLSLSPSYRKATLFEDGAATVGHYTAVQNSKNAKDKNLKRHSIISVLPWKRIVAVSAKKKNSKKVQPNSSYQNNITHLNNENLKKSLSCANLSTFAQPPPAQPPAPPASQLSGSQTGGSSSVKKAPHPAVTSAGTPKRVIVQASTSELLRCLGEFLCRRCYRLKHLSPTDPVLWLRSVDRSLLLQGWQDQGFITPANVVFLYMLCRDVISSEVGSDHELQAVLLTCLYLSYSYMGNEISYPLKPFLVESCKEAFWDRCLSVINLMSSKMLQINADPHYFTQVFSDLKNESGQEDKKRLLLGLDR
MITF TRPM1 HTS – activators of MITF-driven TRPM1 promoter reporter, primary screen, cell-based, SK-MEL-5, luciferase, single point; AID 588334, 2011; SK-MEL-5 TRPM1-promoter luciferase, 24 h; % of positive control, neutral wells = 0; 300,000 tested, 0.75% active; activation, % at 12.5 µM;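 active means mean activation of at least 80% with every replicate also reaching 80%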;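 further: 0% = neutral control wells and 100% = parthenolide positive control wells; values of inactives mirror those of a sister screen read the other way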
Arr AP2 block – inhibitors of beta-arrestin/AP2 binding, primary screen, biochemical, GPCR trafficking, flow cytometry; beta-arrestin 1 C-terminal peptide binding to AP2 beta2-adaptin appendage (human); inhibition, % at 10 µM; FITC-arrestin peptide / GST-AP2 beads; AP2 beta2 appendage carries R879A mutation; 340,000 tested, 0.31% active;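 active means inhibition above a set limit, near 3 SD of compounds lacking own fluorescence, cut at about 54% in these data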;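 further: plate controls were DMSO wells for no effect and 5 µM unlabelled arrestin peptide for full effect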
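System: GST-tagged AP2 beta2-adaptin appendage (R879A) on 4 µm glutathione beads / Reagent: FITC-arrestin peptide, 50 nM / Detection: HyperCyt-sampled flow cytometry, FL1 channel, ex 488/em 535 nm / Timing: 12 min plus 1 h, RT / Buffer or medium: PBS plus Tween 20 (0.05%) and BSA (0.1%)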
NSD2 HMT inh – NSD2 histone methyltransferase inhibitors, primary screen, biochemical, AlphaScreen, single concentration, set 2; Histone-lysine N-methyltransferase NSD2 (Homo sapiens), O96028; NSD2 peptide methylation, 120 min; inhibition, % at 12.5 µM; 310,000 tested, 0.54% active; AID 743445, 2014; in the data active means inhibition above about 50%
dFosB act – activators of delta FosB homodimer, primary screen, biochemical, fluorescence polarization, TAMRA-CDK5 oligo, single point; AID 493131, 2011; 340,000 tested, 0.99% active; activation, % at 25 µM; purified delta FosB; percent of positive-control signal above neutral wells;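 active means mean activation above about 17%, with every replicate also reaching it, limit read from the data, passing the limit was not always enough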;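 further: fluorescence polarization rise as delta FosB binds a TAMRA Cdk5 AP-1 oligo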
Target sequence (P13346 whole entry, looked up): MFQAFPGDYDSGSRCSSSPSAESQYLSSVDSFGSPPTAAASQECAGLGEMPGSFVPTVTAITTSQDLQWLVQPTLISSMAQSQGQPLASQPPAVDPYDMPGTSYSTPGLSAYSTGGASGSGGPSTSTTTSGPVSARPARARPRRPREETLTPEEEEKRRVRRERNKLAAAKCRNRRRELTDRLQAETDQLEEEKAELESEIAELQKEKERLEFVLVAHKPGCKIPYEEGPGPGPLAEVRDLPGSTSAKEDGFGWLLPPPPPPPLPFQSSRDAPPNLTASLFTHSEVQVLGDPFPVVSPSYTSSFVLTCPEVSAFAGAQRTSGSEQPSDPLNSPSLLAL
DSG3 Ab inh – inhibitors of pemphigus antibody binding to DSG3, primary screen, biochemical, bead-based, flow cytometry, scFv-GFP; DSG3-coupled beads, scFv-anti-DSG3-GFP binding; stronger effect = lower value; binding (percent of control), % at 10 µM; 310,000 tested, 0.48% active;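 active means binding more than 3 SD below its plate's average and above zero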;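 further: hits lower antibody fragment binding to DSG3; some compounds called inactive have numbers as strong as hits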
PKA-R1A activ – activators of PKA-R1A holoenzyme, primary screen, biochemical, fluorescence polarization, Cy5-IP20, bovine R1A, mouse PKAc; cAMP-dependent protein kinase type I-alpha regulatory subunit (Bos taurus) + …; PKA-R1A dissociation; scaled: DMSO 0%, 113 µM cGMP 100%; activation, % at 11.4 µM; 340,000 tested, 0.083% active;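 active means percent activation above the mean of all tested compounds plus 3 SD, cut at about 19% in these data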;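 further: higher means more PKAc released from R1A so a rise in polarization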
SR-BI DiI inh – inhibitors of SR-BI mediated HDL lipid uptake, primary screen, ldlA[mSR-BI] cells, fluorescence, single point. ldlA[mSR-BI] CHO cells, DiI-HDL uptake fluorescence, 3 h. Scavenger receptor class B member 1 (Mus musculus), Q61009. AID 488896, 2010. 320,000 tested, 0.96% active. inhibition, % at 12.5 µM;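 active means mean replicate inhibition of at least 70% and a set share of replicates each scoring 70 or more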;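 further: 0% = median of neutral control wells and 100% = median of positive control wells; values of inactives mirror those of a sister screen read the other way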
Numbers without * were called inactive; / = no result given.

SUMO Mot1 rescue,PKA-R2B activ,SR-BI DiI-HDL act,CDK5 inh,MITF TRPM1 HTS,Arr AP2 block,NSD2 HMT inh,dFosB act,DSG3 Ab inh,PKA-R1A activ,SR-BI DiI inh,structure
-20,-17,-16,-3.9,-20,13,/,0,96,1,16,COc1ccc(C(=O)c2c3ccc([N+](=O)[O-])cc3[n+]([O-])n2CCCN)cc1
-16,0,25,1.1,-26,3,9,-2,89,7,-25,CC(C)(c1ccccc1)c1ccc(OCCCN2CCNCC2)cc1
/,13,-2,-1.5,0,-2,-7,5,107,7,2,CC(Sc1ccc(Cl)cc1)C(=O)Nc1ccccc1C(=O)N1CCOCC1 (centres undefined)
1,2,23,0.4,-17,-5,-1,-2,/,-1,-23,Cn1cc(/C=C(\NC(=O)c2ccccc2)C(=O)NCCCN2CCOCC2)c2ccccc21
4,-11,8,-3.4,-2,-9,0,0,49*,-20,-8,CC1CCCN(S(=O)(=O)c2ccc(-c3ccc(=O)[nH]n3)o2)C1 (centres undefined)
13,-8,22,-0.5,-2,17,-1,-1,102,1,-22,Cc1cccc(OCc2nnc(SC(C)C(=O)O)n2Cc2ccccc2)c1 (centres undefined)
10,-8,10,-0.6,-14,27,-18,-8,/,-2,-10,O=C(CCNS(=O)(=O)c1ccc(Br)cc1)NC1CCCCC1
-2,-12,25,2.4,-14,4,/,6,108,-5,-25,FC(F)(F)c1ccc(C2[C@H]3CN(Cc4cccnc4)[C@H](c4ccccc4)C34CC2(c2ccccc2)C4)cc1 (some centres undefined)

Additional results:
SUMO Mot1 rescue,PKA-R2B activ,SR-BI DiI-HDL act,CDK5 inh,MITF TRPM1 HTS,Arr AP2 block,NSD2 HMT inh,dFosB act,DSG3 Ab inh,PKA-R1A activ,SR-BI DiI inh,structure
-24,-4,/,-0.4,19,12,2,-6,102,-7,16,CCn1ccnc1CN(C)C(=O)c1cc(COc2ccc(Cl)cc2OC)on1
5,1,20,0.0,-1,2,-1,-6,100,1,-20,Cn1c(=O)[nH]c(=O)c2c1nc(N1CCNCC1)n2CCOc1ccccc1
162,-5,-38,/,-10,5,2,-2,88,-4,38,Cc1cc(C(=O)N/N=C/c2ccc(-c3ccc([N+](=O)[O-])cc3Cl)o2)n[nH]1
-14,3,23,-0.3,4,27,3,-13,114,6,-23,O=C(NCCN1CCOCC1)c1c[nH]c2ccc(S(=O)(=O)N3CCOCC3)cc2c1=O
0,-2,-10,1.9,0,-7,-2,-1,119,-3,10,O=C(OCC(=O)N1CCCCCC1)c1ccc(Br)c(S(=O)(=O)N2CCOCC2)c1
256,-7,6,-1.0,-10,-1,0,-8,100,-1,-6,Cc1cc(C)nc(SC(C)C(=O)N/N=C/c2cccs2)n1 (centres undefined)
/,4,/,0.3,-10,20,3,-12,/,-12,/,COc1ccccc1N(CC(=O)NC1CCCCC1)C(=O)Cn1nnc(-c2ccc(C)o2)n1
13,-4,-42,0.1,/,3,-2,-5,98,-2,42,NS(=O)(=O)c1cccc(NC(=O)c2cccc3c(Br)cccc23)c1

Next part.
SUMO Mot1 rescue,PKA-R2B activ,SR-BI DiI-HDL act,CDK5 inh,MITF TRPM1 HTS,Arr AP2 block,NSD2 HMT inh,dFosB act,DSG3 Ab inh,PKA-R1A activ,SR-BI DiI inh,structure
22,7,15,0.5,7,6,/,3,107,-1,-15,CC(C)C[C@@H](C)C(=O)N(Cc1ccccc1)c1ccccc1
3,-14,-3,0.1,12,4,2,-11,103,-9,3,CC(C)COc1ccc(C(=O)OCCN2CCOCC2)c(O)c1
-8,6,6,-1.3,-4,13,-2,5,106,6,-6,COc1ccc(S(=O)(=O)N2CCCCCC2)cc1C(=O)OCC(=O)NC(N)=O
-20,0,-7,1.6,-8,9,-1,20*,103,-6,7,O=C(CN1C(=O)COc2ccc(Cl)cc21)Nc1nccs1
-11,0,30,-0.7,-2,27,-4,3,/,-4,-30,CC1CN(Cc2nc3c(c(=O)n(C)c(=O)n3C)n2CCc2ccccc2)CC(C)O1 (centres undefined)
2,-6,4,-6.3,-15,-1,-7,-7,105,0,-4,COCCCNC(=O)CCNS(=O)(=O)c1ccc(C)cc1
12,9,-51,0.7,13,-10,-1,2,93,-1,51,COc1cc(/C=C/C(=O)OCC(=O)Nc2cc(S(=O)(=O)N3CCCC3)ccc2Cl)cc(OC)c1OC
270,3,26,-3.8,15,5,18,-5,111,1,-26,c1ccc(SCCCCNC2CCCC2)cc1

The list goes on.
SUMO Mot1 rescue,PKA-R2B activ,SR-BI DiI-HDL act,CDK5 inh,MITF TRPM1 HTS,Arr AP2 block,NSD2 HMT inh,dFosB act,DSG3 Ab inh,PKA-R1A activ,SR-BI DiI inh,structure
-16,-9,-11,1.4,-61,-27,7,-5,104,-10,11,Cc1ccc(NC(C)C(=O)N/N=C/c2ccc([N+](=O)[O-])s2)cc1 (centres undefined)
-14,-5,-14,-2.0,-17,-1,0,-12,92,-8,14,COc1ccc(CN(C)Cc2cc(=O)oc3cc(C)c(C(C)C)cc23)cc1OC
7,1,34,-1.3,2,14,-1,-3,/,3,-34,Cn1nc(C(C)(C)C)c(NC(=O)c2cccs2)c1C(C)(C)C
-8,2,/,0.4,17,-3,3,1,105,-13,29,CC(C)c1ccc(NC(=O)c2cc([N+](=O)[O-])ccc2N2CCOCC2)cc1
75,7,4,0.2,5,-5,-1,-11,96,2,-4,CC1CCN(S(=O)(=O)c2ccc(NC(=O)Cc3cccs3)cc2)CC1
11,-4,/,-1.3,-5,5,/,-3,97,-7,/,O=C(O)c1cccc(Cn2c(Cl)c(/C=N/NC(=O)c3ccc(O)cc3)sc2=O)c1
2,-4,4,-0.3,1,-7,2,5,102,3,-4,CCCCNC(=O)Nc1ccccn1
-13,-7,6,2.8,-7,1,/,3,101,-14,-5,COc1ccc(-c2ccc3c(c2)c(C#Cc2ccsc2)c(-c2cc(OC)cc(OC)c2)n3C)cc1

(cont.)
SUMO Mot1 rescue,PKA-R2B activ,SR-BI DiI-HDL act,CDK5 inh,MITF TRPM1 HTS,Arr AP2 block,NSD2 HMT inh,dFosB act,DSG3 Ab inh,PKA-R1A activ,SR-BI DiI inh,structure
1,-13,-34,4.6,38,-6,0,-2,94,-9,34,S=C(Nc1ccc2cn[nH]c2c1)Nc1ccccc1Cl
-8,1,-7,0.1,4,0,2,-10,97,-1,7,Cc1noc(C)c1C(=O)OC(C(=O)NC1CCCC1)c1ccc(F)cc1 (centres undefined)
294*,3,-8,1.2,-12,6,0,1,/,0,8,CCCN(CCC)C(=O)Cn1c(=O)n(CCCCC(=O)NCc2ccco2)c(=O)c2ccccc21
/,-11,5,-7.9,1,3,0,-14,102,0,-5,CC1(C)OC2CC3C4CCC5=CC(=O)CCC5(C)C4(F)C(O)CC3(C)C2(C(=O)CO)O1 (centres undefined)
0,-8,-37,1.3,-3,8,-3,-3,/,-4,37,Cc1ccccc1NC(=O)c1sc2nc3c(c(-c4ccco4)c2c1N)CCC3
273,-11,7,0.9,-1,-2,-3,2,107,-8,-7,COc1nc(N)nc(N)c1NS(=O)(=O)c1ccc(C)cc1
10,4,-35,-0.1,-24,-9,-1,-7,91,-1,35,CCOc1ccccc1CNC(=O)C(C)n1nc(C)c2c(C)n(-c3ccccc3)nc2c1=O (centres undefined)
18,8,4,2.5,9,-4,-2,-7,/,9,-4,Cc1ccc2nc(SCC(=O)Nc3cccnc3Cl)[nH]c2c1

More structures
SUMO Mot1 rescue,PKA-R2B activ,SR-BI DiI-HDL act,CDK5 inh,MITF TRPM1 HTS,Arr AP2 block,NSD2 HMT inh,dFosB act,DSG3 Ab inh,PKA-R1A activ,SR-BI DiI inh,structure
50,1,-36,0.8,-7,4,0,-6,103,-6,36,COc1ccc(-c2noc(C(=O)NCc3ccccc3Cl)n2)cc1OC
16,-4,-15,0.0,-2,16,19,34*,85,-3,15,CCOc1ccc(NC(=O)CCC(=O)NNC(=O)Nc2cccc(Cl)c2)cc1
10,3,11,-0.1,1,-4,4,-10,112,-11,-11,CCN(CCS(=O)(=O)c1ccc(Cl)cc1)Cc1nc2ccccc2c(=O)[nH]1
-7,-7,/,-0.1,-13,31,21,-6,100,-10,/,O=C(NC(Cc1c[nH]c2ccccc12)C(=O)Nc1ccc(F)cc1)c1cccs1 (centres undefined)
-5,-7,0,-1.1,-11,16,-1,-5,95,-11,0,CCOC(=O)N1CCN(CCC(=O)Nc2ccc(Br)cc2)CC1
120,-12,-9,0.5,-3,-3,-5,-9,108,0,9,CCOC(=O)CCCNC(=O)CN1C(=O)NC(CCc2ccccc2)C1=O (centres undefined)

A few values from the results shown:
`CCn1ccnc1CN(C)C(=O)c1cc(COc2ccc(Cl)cc2OC)on1` | CDK5 inh = -0.4
`CC(C)C[C@@H](C)C(=O)N(Cc1ccccc1)c1ccccc1` | SR-BI DiI-HDL act = 15
